Bioassay records as filed in PubChem.
Efflux pump inh = blocks antifungal efflux pumps in multiplex yeast assay | S. cerevisiae Candida pump triplex, Nile Red efflux | inhibition, % at 10 µM | actives 0.44% (n = 330,000);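 active = plate passing quality check with inhibition over a set limit, or well fluorescence over plate mean plus 4 SD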;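 note: Nile Red retained in pooled yeast measured as flow cytometry median fluorescence; 0% = buffer negative control and 100% = Enniatin B positive control; higher means more Nile Red kept so more efflux inhibition; some compounds called inactive have numbers as strong as hits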
Fam108B inh = counter-screen for RBBP9 inhibitors: inhibitors of mouse Fam108B. recombinant Fam108B, FP-Rh probe fluorescence polarization. inhibition, % at 9.51 µM. AID 1947. actives 0.33% (n = 300,000);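 active = inhibition above the screen mean inhibition plus 3 SD, computed separately per campaign, cut at about 18% in these data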;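 note: inhibitors lower polarization as less probe binds the enzyme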
MCL1-BIM inh = MCL1-BIM-BH3 interaction inhibition (human); Q07820; GST-MCL1 / FITC-Bim-BH3 fluorescence polarization; inhibition, % at 10.9 µM; actives 0.68% (n = 320,000); AID 2057;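 active = inhibition above the mean inhibition of all tested compounds plus 3 SD, set per campaign, cut at about 40% in these data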;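 note: 0% = DMSO wells and 100% = unlabeled Bim-BH3 peptide control; higher means more loss of mP so more displacement of Bim peptide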
ZTA counter = ZTA (EBV) inhibition in EBNA-1 counter-screen; P03206; ZTA-DNA binding, fluorescence polarization; inhibition, % at 11 µM; actives 0.15% (n = 320,000); AID 2234; in the data active = inhibition above about 33%
Target sequence (P03206 whole entry, looked up): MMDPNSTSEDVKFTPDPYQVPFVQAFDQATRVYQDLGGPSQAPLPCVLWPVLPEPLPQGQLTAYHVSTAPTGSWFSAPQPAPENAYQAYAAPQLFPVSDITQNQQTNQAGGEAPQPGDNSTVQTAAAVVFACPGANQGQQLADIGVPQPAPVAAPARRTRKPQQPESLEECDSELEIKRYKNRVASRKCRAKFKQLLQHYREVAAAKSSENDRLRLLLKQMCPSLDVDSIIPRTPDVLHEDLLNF
Bcl-xL primary = blocks human Bcl-xL binding to Bim BH3 peptide. GST-Bcl-xL / FITC-Bim BH3 peptide fluorescence polarization. Q07817. inhibition, % at 10.9 µM. AID 2129. actives 0.7% (n = 320,000);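 active = inhibition above the mean of all tested compounds plus 3 SD, cutoff set per campaign, cut at about 30% in these data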;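 note: 0% = DMSO wells and 100% = unlabeled Bim-BH3 peptide competitor; inhibitors lower millipolarization by displacing the labeled peptide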
Target sequence (Q07817 whole entry, looked up): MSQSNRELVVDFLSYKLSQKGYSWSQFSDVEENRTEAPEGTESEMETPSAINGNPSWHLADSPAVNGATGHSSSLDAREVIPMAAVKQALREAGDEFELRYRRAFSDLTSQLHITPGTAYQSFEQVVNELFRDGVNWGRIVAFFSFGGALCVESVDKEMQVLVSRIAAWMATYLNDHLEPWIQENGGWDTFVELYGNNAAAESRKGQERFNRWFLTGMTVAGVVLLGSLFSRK
GLD-1 TGE inh = GLD-1-TGE RNA interaction inhibition (C. elegans); Q17339; purified GLD-1 + fluorescein TGE RNA, fluorescence polarization; inhibition, % at 5.96 µM; actives 0.44% (n = 320,000);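 active = percent inhibition above a per-plate cutoff, the plate mean of test compounds plus 3 SD, cut at about 30% in these data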;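 note: 0% = DMSO wells with GLD-1 and probe and 100% = wells lacking GLD-1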
Yeast superoxide = caloric restriction mimetics inhibiting age-related superoxide in yeast; S. cerevisiae aged cells, superoxide DHE fluorescence; active compounds read low; superoxide response (% of plate mean), % at 10 µM; actives 0.18% (n = 330,000);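 active = superoxide response under a set limit, about three screen SD below normal, cut at about 65% in these data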;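 note: yeast aged for seven days with compound at 30 °C before DHE staining; 100% = average MFI of all compound-treated wells on the plate with controls excluded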
EBNA-1 inh = blocks EBNA-1 binding to DNA; EBNA-1 DNA binding, fluorescence polarization; inhibition, % at 14.8 µM; actives 0.34% (n = 300,000); AID 1950; in the data active = inhibition above about 28%
MEX-5 binding = C. elegans MEX-5 TCR-2 RNA binding activity | MEX-5/FITC-TCR2 RNA binding, fluorescence polarization; active compounds read low | activity score (negative = inhibition of binding), % at 10 µM | actives 0.38% (n = 300,000);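 active = inhibition past about -25% in most replicates, and total fluorescence under double the plate's negative control median, limit read from the data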;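 note: 0% = DMSO and -100% = 5 µM competing unlabeled TCR2 RNA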
Target sequence (Q9XUB2 whole entry, looked up): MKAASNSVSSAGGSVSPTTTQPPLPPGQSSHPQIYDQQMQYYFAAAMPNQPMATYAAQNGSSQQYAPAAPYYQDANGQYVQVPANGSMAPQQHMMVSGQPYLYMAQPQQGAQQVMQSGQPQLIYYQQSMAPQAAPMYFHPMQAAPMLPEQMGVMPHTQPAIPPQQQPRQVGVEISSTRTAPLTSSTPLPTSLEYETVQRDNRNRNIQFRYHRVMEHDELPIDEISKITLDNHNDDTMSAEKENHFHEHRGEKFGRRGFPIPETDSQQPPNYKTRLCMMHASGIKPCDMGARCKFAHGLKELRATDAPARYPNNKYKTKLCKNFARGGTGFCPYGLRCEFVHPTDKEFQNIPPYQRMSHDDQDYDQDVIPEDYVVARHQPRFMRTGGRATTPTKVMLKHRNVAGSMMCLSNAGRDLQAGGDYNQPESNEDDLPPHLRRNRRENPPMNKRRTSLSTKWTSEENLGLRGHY
Starred values were filed as active, the others as inactive; / = no result given.

| compound | Efflux pump inh | Fam108B inh | MCL1-BIM inh | ZTA counter | Bcl-xL primary | GLD-1 TGE inh | Yeast superoxide | EBNA-1 inh | MEX-5 binding |
| --- | --- | --- | --- | --- | --- | --- | --- | --- | --- |
| COc1cccc(C2NC(=O)c3ccccc3O2)c1OCc1ccccc1F (centres undefined) | 0.2 | -8 | -7 | 1 | -7 | -2 | 108 | -10 | 2.2 |
| COc1ccc(NC(=O)CCCCC(=O)Nc2ccc(OC)cc2OC)c(OC)c1 | 0.0 | 6 | 6 | -3 | 6 | 8 | 104 | -1 | 0.1 |
| Cc1cc(OCc2cc(C(=O)N3CCCCCC3)no2)cc(C)c1Cl | -0.2 | 0 | 2 | 7 | 2 | 4 | 96 | 6 | 1.3 |
| CC1CCN(C(=S)NC(=O)c2ccccc2)CC1 | 0.0 | -7 | 10 | -2 | 4 | 5 | 103 | 6 | 0.5 |
| O=[N+]([O-])c1cccc(S(=O)(=O)Nc2ccc(S(=O)(=O)NCC3CCCO3)cc2)c1 (centres undefined) | 0.1 | 0 | 7 | 8 | 3 | -3 | 105 | -6 | -2.7 |
| Cc1ccc2cccc(Oc3ccc([N+](=O)[O-])cc3[N+](=O)[O-])c2n1 | 0.1 | -3 | -4 | 12 | 3 | -5 | 109 | 8 | -0.3 |
| Cc1ccc2nc(NC(=O)c3ccc4ncsc4c3)sc2c1 | 0.3 | -9 | -4 | -4 | -3 | -2 | 115 | -6 | 2.8 |
| CSc1cccc(NC(=O)C(=O)NCc2ccccc2)c1 | 0.0 | 4 | -1 | 15 | 2 | 4 | 83 | 10 | 0.9 |
| C=CCN(C(=O)c1csnn1)C(C(=O)NC1CCCC1)c1ccccc1F (centres undefined) | 0.2 | 3 | 9 | -2 | 2 | 2 | 99 | -11 | -2.1 |
| O=C(Nc1ccc([N+](=O)[O-])cc1)C(=O)Nc1cccc(C(=O)O)c1 | -0.1 | -4 | 1 | -1 | 3 | 4 | 97 | 7 | 2.9 |
| O=C(NC1CCNCC1)C1CCCCC1 | -0.1 | 2 | 7 | -12 | 4 | 4 | 96 | -3 | -0.5 |
| COCCCn1c(SCc2cc(=O)[nH]c3ccccc23)nnc1-c1ccco1 | -0.1 | -1 | -4 | -14 | 1 | -5 | 83 | 1 | 0.3 |
| CCc1c(C)nc(SCCOc2ccc(OC(C)C)cc2)[nH]c1=O | 0.0 | 10 | 1 | -2 | 1 | 2 | 107 | 2 | -2.4 |
| COc1ccc(CCN(C)Cc2ccc(C(=O)Nc3ccccc3)cc2)cc1OC | 0.1 | 2 | -1 | -1 | 1 | -5 | 97 | -13 | -0.6 |
| C/C(=N\NC(=O)c1cccc(N/N=C(\C)c2ccccc2)c1)c1ccccc1 | -0.1 | 3 | 2 | -6 | 5 | 3 | 94 | -6 | / |
| COc1ccccc1N(Cc1ccccc1)S(=O)(=O)c1cccc(C(=O)NCC2CCCO2)c1 (centres undefined) | 0.8 | / | -9 | -3 | -8 | 4 | 105 | / | / |
| COCCCNC(=O)c1cc(S(=O)(=O)N2CCOCC2)ccc1SCc1cccc(OC)c1OC | 0.1 | 2 | -4 | -18 | -2 | -12 | 112 | 2 | -0.3 |
| O=C(NC1CCCCCC1)c1nnc(Cc2ccc(Cl)cc2)o1 | 0.3 | 0 | 5 | -15 | 4 | 0 | 100 | 5 | -3.0 |
| Cc1ccccc1C(=O)NNC(=O)c1cccn1C | 0.5 | 8 | 7 | 0 | 6 | -3 | 102 | -10 | -0.8 |
| CCNCCNc1ccc(Cl)cc1[N+](=O)[O-] | 0.0 | -2 | 0 | 3 | -1 | -4 | 108 | 1 | -0.5 |
| COc1ccc(C(c2nnnn2C(C)(C)C)N2CCN(C)CC2)cc1OC (centres undefined) | 0.0 | 2 | 1 | 6 | 5 | -1 | 111 | 1 | 0.9 |
| CN(C)c1oc(-c2ccco2)nc1S(=O)(=O)c1ccc(Br)cc1 | -0.1 | / | -1 | -4 | 3 | 3 | 87 | / | / |
| Cc1sc2ncn(CC(=O)N3CCN(c4ccccn4)CC3)c(=O)c2c1S(=O)(=O)N1CCCCC1 | -0.1 | 1 | -3 | 9 | -2 | 3 | 89 | 7 | 0.3 |
| CCCn1c(SCC(=O)N2CCCCC2)nnc1-c1ccccn1 | -0.1 | 0 | 4 | -4 | 9 | 4 | 93 | -4 | 2.6 |
| CC1(C)Cc2c(C#N)c(N3CCN(C(=O)c4ccco4)CC3)nc(Cc3ccccc3)c2CO1 | 0.0 | 2 | 4 | -13 | 6 | 10 | 95 | 5 | 1.1 |
| Clc1ccc(N2CCN(/N=C/c3cccnc3)CC2)cc1 | 0.0 | 1 | -5 | 9 | 2 | 0 | 108 | 6 | 0.6 |
| Cc1ccc(C2=CC(=O)C[C@H](c3ccc(F)cc3)C2)cc1 | 0.2 | / | -1 | -5 | -2 | 2 | 98 | / | / |
| COc1ccc(/C=N/NC(=S)Nc2cccc(C(=O)O)c2)cc1 | 0.0 | 4 | 4 | -24 | 5 | 4 | 117 | 2 | -4.5 |
| CC(C)Oc1ccc(/C=N/NC(=O)c2ccc(N(Cc3ccccc3)S(C)(=O)=O)cc2)cc1 | 0.1 | -6 | 7 | -1 | 9 | 3 | 101 | 5 | -3.5 |
| CC(C)C[C@H](NC(=O)c1ccc(OC2CCN(C(=O)C3CC3)CC2)cc1)C(N)=O | -0.1 | -1 | 1 | -18 | 7 | 6 | 101 | 6 | -1.2 |
| C#Cc1ccc([C@H]2C=C(C(=O)Nc3ccccc3)O[C@@H](OCc3ccc(CO)cc3)C2)cc1 | 0.1 | -15 | -5 | -5 | 1 | -1 | 104 | 6 | 2.3 |
| Cc1cc2c(cc1S(=O)(=O)N1CC(C)CC(C)C1)OCC(=O)N2 (centres undefined) | 0.0 | 8 | 3 | -3 | 6 | 5 | 94 | 11 | 1.0 |
| Cc1ccc(OCC(=O)N/N=C\c2cccn2C)c([N+](=O)[O-])c1 | -0.2 | 0 | -2 | 11 | -2 | 0 | 103 | 9 | -0.3 |
| COCCNc1c2c(nc3c(-c4ccccc4)c(C)nn13)CCC2 | 0.0 | 4 | 4 | 2 | 4 | 13 | 102 | 2 | / |
| Cc1ccc2oc(=O)c3cnn(CC(=O)NCCCOC(C)C)c3c2c1 | -0.2 | -5 | -3 | 9 | 1 | -1 | 112 | -14 | 3.1 |
| CC(C(=O)N=Nc1c(O)[nH]c2ccccc12)n1cnc2ccccc2c1=O (centres undefined) | 0.0 | 3 | 7 | 14 | 5 | 5 | 96 | -3 | -4.6 |
| COc1ccc(-c2noc(CCC(=O)Nc3ccc(C)c(C)c3)n2)cc1 | 0.0 | 0 | -1 | 5 | 2 | 6 | 99 | 6 | -3.3 |
| CC1=C(C(=O)OC(C)C)C(c2ccc(O)cc2)NC(=O)N1 (centres undefined) | -0.1 | 0 | -6 | 1 | 5 | 2 | 86 | 1 | 2.8 |
| COc1cc([N+](=O)[O-])ccc1NC(=O)CCCOc1cccc(C)c1 | 0.1 | 2 | -2 | 3 | -2 | 1 | 87 | 3 | 1.7 |
| COc1ccc(N2C(=O)CCC(C(=O)Nc3cccc(C)n3)C2c2ccc(OC)c(OC)c2)cc1 (centres undefined) | 0.1 | 1 | 7 | 5 | 5 | 6 | 97 | -5 | -1.7 |
| Cc1ccccc1N1CCN(C2CCCN(C(=O)CCc3c(C)noc3C)C2)CC1 (centres undefined) | 0.1 | -1 | 6 | 0 | 2 | 8 | 100 | -6 | -1.2 |
| O=C(O)CCCN1C(=O)C2C3C=CC(C2C1=O)C1C(=O)N(CCCC(=O)O)C(=O)C31 (centres undefined) | 0.0 | -2 | 0 | 7 | 3 | 6 | 96 | -1 | -0.4 |
| CCCCSc1nnc2c(n1)OC=Nc1ccccc1-2 | 0.0 | 3 | 8 | -15 | 5 | 1 | 83 | -9 | -0.7 |
| Cc1ccccc1OCC(=O)OC(C(=O)c1ccccc1)c1ccccc1 (centres undefined) | -0.1 | -5 | 6 | -30 | 3 | 5 | 91 | -4 | 2.9 |
| CN(C)c1ccc(NC(=O)CSc2nc(N)c(C(=O)Nc3ccc(N(C)C)cc3)s2)cc1 | 0.2 | 19* | 9 | -9 | 9 | -7 | 110 | -13 | -1.0 |

An excerpt from above in order of the MEX-5 binding value, low to high:
SMILES	MEX-5 binding
COc1ccc(N2C(=O)CCC(C(=O)Nc3cccc(C)n3)C2c2ccc(OC)c(OC)c2)cc1 (centres undefined)	-1.7
O=C(O)CCCN1C(=O)C2C3C=CC(C2C1=O)C1C(=O)N(CCCC(=O)O)C(=O)C31 (centres undefined)	-0.4
CC1=C(C(=O)OC(C)C)C(c2ccc(O)cc2)NC(=O)N1 (centres undefined)	2.8

(more compounds)
| compound | Efflux pump inh | Fam108B inh | MCL1-BIM inh | ZTA counter | Bcl-xL primary | GLD-1 TGE inh | Yeast superoxide | EBNA-1 inh | MEX-5 binding |
| --- | --- | --- | --- | --- | --- | --- | --- | --- | --- |
| O=C(O)CC(c1ccc(Br)cc1)N1Cc2ccccc2C1=O (centres undefined) | -0.2 | -3 | 2 | 2 | 1 | 7 | 132 | 2 | 2.0 |
| Cc1ccc(-c2nnn(CC(=O)N(CCN3CCOCC3)C(C(=O)NC(C)(C)C)c3ccco3)n2)cc1 (centres undefined) | -0.1 | 0 | 4 | 13 | 5 | -3 | 100 | -2 | 0.5 |
| CCC1CCCCN1CCCNC(=O)c1nn(C)c2c1CS(=O)(=O)c1ccccc1-2 (centres undefined) | 0.0 | 2 | 4 | 10 | 4 | 7 | 95 | -5 | -0.9 |
| O=C(Nc1ccc(S(=O)(=O)N2CCOCC2)cc1)c1ccc([N+](=O)[O-])s1 | 0.0 | 4 | 3 | -2 | -1 | 0 | 102 | 0 | -1.6 |
| O=C(Cn1cccc1C(=O)c1ccccc1)NCc1ccc(F)cc1 | -0.1 | 1 | 8 | -11 | 4 | 4 | 98 | -11 | -0.7 |
| CCCn1nnnc1NCc1ccc(F)cc1 | -0.2 | 1 | 10 | 3 | 3 | 3 | 105 | 3 | 2.3 |
| CO/N=C(\C(=O)N[C@@H]1C(=O)N2C(C(=O)O)=C(COC(N)=O)CS[C@H]12)c1ccco1 | -0.1 | -1 | 21 | 13 | 13 | 10 | 96 | 0 | -7.8 |
| CC(=O)Nc1cc2c(cc1NC(=O)Cn1nnc(-c3ccc(C)o3)n1)OCCO2 | 0.3 | -4 | 5 | -16 | 10 | 2 | 112 | -17 | -0.2 |
| O=C1C=C(c2ccccc2)C(O)(c2ccccc2)C1 (centres undefined) | 0.1 | -2 | 3 | -2 | 2 | 12 | 114 | -5 | 0.7 |

Single records, from the list above. Order of screens: Efflux pump inh	Fam108B inh	MCL1-BIM inh	ZTA counter	Bcl-xL primary	GLD-1 TGE inh	Yeast superoxide	EBNA-1 inh	MEX-5 binding
O=C1C=C(c2ccccc2)C(O)(c2ccccc2)C1 (centres undefined) is listed as 0.1	-2	3	-2	2	12	114	-5	0.7
O=C(Nc1ccc(S(=O)(=O)N2CCOCC2)cc1)c1ccc([N+](=O)[O-])s1 is listed as 0.0	4	3	-2	-1	0	102	0	-1.6
CC(=O)Nc1cc2c(cc1NC(=O)Cn1nnc(-c3ccc(C)o3)n1)OCCO2 is listed as 0.3	-4	5	-16	10	2	112	-17	-0.2
CCCn1nnnc1NCc1ccc(F)cc1 is listed as -0.2	1	10	3	3	3	105	3	2.3
Cc1ccc(-c2nnn(CC(=O)N(CCN3CCOCC3)C(C(=O)NC(C)(C)C)c3ccco3)n2)cc1 (centres undefined) is listed as -0.1	0	4	13	5	-3	100	-2	0.5
